# HePTP inh = inhibitors of human HePTP phosphatase, primary screen, biochemical, absorbance, leukemia target. Tyrosine-protein phosphatase non-receptor type 7 (Homo sapiens), P35236. recombinant HePTP phosphatase activity, OD absorbance. inhibition, % at 20 µM. 110,000 compounds, 0.64% hits. AID 521, 2006; in the data active means inhibition above about 50%;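 further: plate controls were vehicle for no effect and reference inhibitor for full effect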
# Target sequence (P35236 whole entry, looked up): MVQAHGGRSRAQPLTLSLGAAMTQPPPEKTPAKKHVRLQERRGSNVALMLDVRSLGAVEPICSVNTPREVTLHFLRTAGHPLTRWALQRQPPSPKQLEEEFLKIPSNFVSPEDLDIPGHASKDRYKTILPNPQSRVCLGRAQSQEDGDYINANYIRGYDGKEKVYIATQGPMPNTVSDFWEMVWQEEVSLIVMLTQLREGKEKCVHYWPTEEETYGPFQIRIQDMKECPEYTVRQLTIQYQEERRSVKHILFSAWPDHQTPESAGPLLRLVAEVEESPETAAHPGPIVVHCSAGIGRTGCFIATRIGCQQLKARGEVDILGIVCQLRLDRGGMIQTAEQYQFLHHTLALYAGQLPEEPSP
# BAP1 block = inhibitors of BAP1 deubiquitinase, primary screen, biochemical, Ub-AMC fluorescence, kinetic; 72,000 compounds, 0.48% hits; Ubiquitin carboxyl-terminal hydrolase BAP1 (Homo sapiens), Q92560; AID 436, 2006; activity remaining (% of control), % at 20 µM; recombinant BAP1, Ub-AMC hydrolysis fluorescence kinetic; active compounds read low;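 active means activity remaining at or below 50% of control, provided the compound also passes the data quality filters; inactive means the rest, including low values that fail the filters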;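 further: 100% = DMSO wells rate and 0% = substrate alone blank rate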
# Target sequence (Q92560 whole entry, looked up): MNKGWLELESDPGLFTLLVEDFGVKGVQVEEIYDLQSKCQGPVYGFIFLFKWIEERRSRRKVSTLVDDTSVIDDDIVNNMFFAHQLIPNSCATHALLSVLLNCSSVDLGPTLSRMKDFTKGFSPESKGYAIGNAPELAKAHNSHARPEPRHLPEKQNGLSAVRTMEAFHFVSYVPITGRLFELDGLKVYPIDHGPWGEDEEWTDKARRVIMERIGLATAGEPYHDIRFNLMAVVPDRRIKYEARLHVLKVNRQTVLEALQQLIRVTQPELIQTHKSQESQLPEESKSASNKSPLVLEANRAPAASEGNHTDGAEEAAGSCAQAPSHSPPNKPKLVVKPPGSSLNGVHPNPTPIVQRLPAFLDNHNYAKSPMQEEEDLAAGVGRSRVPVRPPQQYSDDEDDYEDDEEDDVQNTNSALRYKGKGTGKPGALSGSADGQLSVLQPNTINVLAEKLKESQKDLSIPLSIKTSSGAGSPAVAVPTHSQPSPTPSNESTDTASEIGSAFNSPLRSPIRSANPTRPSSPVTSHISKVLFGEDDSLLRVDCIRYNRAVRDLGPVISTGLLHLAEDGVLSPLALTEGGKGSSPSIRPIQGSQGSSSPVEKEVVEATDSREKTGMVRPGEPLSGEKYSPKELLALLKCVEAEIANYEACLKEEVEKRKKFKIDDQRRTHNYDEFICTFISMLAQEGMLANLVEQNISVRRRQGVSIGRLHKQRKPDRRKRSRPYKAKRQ
# Numbers without * were called inactive; · = not tested or not shown; & = joins results of further samples.
# The first two entries, ahead of the listing:
# Below each SMILES: HePTP inh	BAP1 block
COc1ccc(Cl)cc1N(CC(=O)N1CCCCC1)S(=O)(=O)c1ccc(C)c([N+](=O)[O-])c1
    9.0	·
COc1ccc(NC(=O)CN2CCN(c3ccccc3F)CC2)cc1
    ·	77.1

# All compounds of this part, repeating the preview:
# Below each SMILES: HePTP inh	BAP1 block
COc1ccc(Cl)cc1N(CC(=O)N1CCCCC1)S(=O)(=O)c1ccc(C)c([N+](=O)[O-])c1
    9.0	·
COc1ccc(NC(=O)CN2CCN(c3ccccc3F)CC2)cc1
    ·	77.1
COc1cccc(N2C(=O)NC(=O)/C(=C/C=C/c3ccccc3)C2=O)c1
    -16.7	·
COc1ccc(S(=O)(=O)N2CCN(c3ccc4nnc(-c5ccc(F)cc5)n4n3)CC2)cc1
    -13.3	70.8
COc1ccc(N=C2NC(=O)/C(=C\C=C\c3ccccc3)S2)cc1
    3.8	·
O=C(Nc1ccc([N+](=O)[O-])cc1)C1C(c2ccccc2)=C1c1ccccc1
    10.9	79.9
Cc1ccc(C(C)NC(=O)Cc2ccccc2)c(C)c1 (stereo not drawn)
    -0.8	·
Cc1sc(NC(=O)CSc2nc(N)n(CC(=O)c3ccccc3)n2)c(C#N)c1C
    -1.3	110.7
Cn1nc(CC(=O)N2CCN(c3ccccc3)CC2)c2ccccc2c1=O
    0.1	116.3
Cc1[nH]n(-c2ccccc2)c(=S)c1C=Nc1ccc(Br)cc1
    -6.5	·
C=CCN(CC=C)C(=O)CCN1C(=O)c2ccccc2C1=O
    -4.0	·
CC(C)NC(=O)c1cc(C(=O)c2cc(Cl)ccc2O)coc1=N
    6.3	86.6
CNc1ccc2[nH]nc3c2c1C(=O)c1ccccc1-3
    5.9	·
COC(=O)C1=C(C)Nc2nnnn2C1c1cc(OC)ccc1OC (stereo not drawn)
    -4.5	95.1
CC1CN(c2nc3c(c(=O)n(Cc4ccc(Cl)cc4)c(=O)n3C)n2C)CC(C)O1 (stereo not drawn)
    6.7	82.8
O=C(Nc1cccc(C(F)(F)F)c1)c1cc(S(=O)(=O)N2CCCCC2)ccc1N1CCOCC1
    -8.5	·
Cc1cc(NC(=O)CCC(=O)N(CC(=O)NC2CCCC2)Cc2ccccc2Cl)no1
    6.0	94.2
COc1ccc(Br)cc1/C=C/C(=O)c1cccs1
    4.6	·
Cc1ccc(/C(N)=N/OC(=O)c2cccc([N+](=O)[O-])c2C)cc1
    -5.4	·
Cc1ccc(-c2nc(CS(=O)(=O)CC(=O)N3CCc4ccccc4C3)c(C)o2)cc1
    2.3	84.1
COc1ccc(OC)c(C2c3c(oc4ccccc4c3=O)C(=O)N2CCCN(C)C)c1 (stereo not drawn)
    -3.6	101.7
CCOC(=O)c1cnc2ccccc2c1NCCO
    -3.2	·
CCOc1ccccc1N(CC(=O)NC1CCCCC1)S(=O)(=O)c1ccccc1
    5.4	·
COc1ccccc1CNC(=O)CN(c1ccc(C)cc1)S(=O)(=O)c1ccc(F)cc1
    -12.0	·
Cn1ccnc1SCC(=O)c1ccc(-c2ccccc2)cc1
    7.7	·
COC(=O)CCC(=O)N1CCc2cc(S(=O)(=O)N3CCN(c4ccccc4Cl)CC3)ccc21
    -5.9	65.1
NC(=O)c1nn2c(c1Cl)NC(c1ccco1)CC2C(F)(F)F (stereo not drawn)
    9.5	·
Cc1cccc(NC(=O)Cc2ccccc2)c1C
    3.2	·
c1ccc(N2CCN(Cc3cn4cccnc4n3)CC2)cc1
    11.5	91.2
CCOc1cc(C2Nc3ccccc3C(=O)N2Cc2ccco2)ccc1OCc1ccccc1Cl (stereo not drawn)
    -14.2	·
CC1CC(Nc2ccccc2)c2ccccc2N1C(=O)COc1ccc2ccccc2c1 (stereo not drawn)
    13.5	·
Cc1ccc(-c2cc(C(F)(F)F)n3ncc(C(=O)N4CCN(c5ccc(F)cc5)CC4)c3n2)cc1
    -3.8	·
O=C(O)Cn1c(SCCOc2ccccc2F)nc2ccccc21
    6.0	80.8
O=S(=O)(c1ccc(N2CCN(c3ccc(F)cc3)CC2)cc1)N1CCCC1
    11.5	78.8
COc1cccc(C(=O)NCC2CCN(c3ccc(S(=O)(=O)N4CCOCC4)cc3)CC2)c1
    8.9	111.1
CC(C)c1cc(NS(=O)(=O)c2ccc(Cl)cc2)cc(C(C)C)c1O
    -15.4	·
O=C(Nc1ccc2nn(-c3ccccc3)nc2c1)C(Cl)(Cl)Cl
    -16.2	·
CC1(C)CC(=O)C(C=NCCN2CCN(C(=O)c3ccccc3)CC2)=C(O)C1
    7.7	105.6
Cc1ccc(-c2cc(=O)c3cc(Cl)ccc3o2)cc1
    0.7	·
Cc1cc(C(=O)N2CCN(c3ccccn3)CC2)no1
    2.5	·
O=C(NCCc1c[nH]c2ccccc12)c1cnc2n(c1=O)CCS2
    -6.4	93.8
CCn1c(SCC(=O)Nc2ccccc2)nnc1-c1ccc(S(=O)(=O)N2CCOCC2)cc1
    1.1	147.9
c1ccc(CNc2ccc(-c3nc4ccccc4o3)cc2)cc1
    4.3	·
Cc1ccc(NC(=O)c2ccc([N+](=O)[O-])cc2Cl)c(Br)c1
    -0.9	·
COc1ccc(NC(=O)c2ccc(-n3cnnn3)cc2)cc1
    -0.3	·
COC(=O)C(C)NC(=O)CCC1CCCCC1 (stereo not drawn)
    -11.3	·
Cc1c(C)n(Cc2ccccc2)c2ncnc(N)c12
    -8.6	·
O=C(C1=COCCO1)N1CCN(S(=O)(=O)c2cccc(Cl)c2Cl)CC1
    5.9	93.8
O=C(COC(=O)c1cncc(Br)c1)NCC1CCCO1 (stereo not drawn)
    9.4	103.0
O=C(Cc1cccs1)NCc1ccc(F)cc1
    -3.6	109.8
O=C(Nc1nc2ccc(Cl)cc2s1)C1CC1
    0.9	·
C=CCSc1nc(C)c(CC(=O)OCCCC)c(=O)[nH]1
    3.0	95.4
CCOc1ccc(C(C)=O)cc1CSc1nnc(-c2cccs2)n1CC1CCCO1 (stereo not drawn)
    -6.7	116.8
CS(=O)(=O)N1CCN(Cc2ccc(C(F)(F)F)cc2)CC1
    0.5	·
O=C1CC(C(=O)NCc2ccccc2)N=C(N2CCCCC2)N1 (stereo not drawn)
    -8.1	103.0
O=C1C(=O)N(c2cccnc2)C(c2ccc(O)cc2)/C1=C(\O)c1ccccc1 (stereo not drawn)
    3.3	·
COc1ccc(N2CCN(CCNC(=O)c3ccc(NC(=O)C4CCCO4)cc3)CC2)cc1 (stereo not drawn)
    0.0	·
CCN(CC)C(=O)CC(c1ccc(F)cc1)c1ccco1 (stereo not drawn)
    2.1	117.8
CCOC(=O)c1[nH]c(C)c(C(=O)Nc2ccccc2C)c1C
    17.2	95.8
CN(C)CCCOC(=O)C1c2ccccc2Oc2ccccc21
    1.7	174.5

# Further entries follow:
# Below each SMILES: HePTP inh	BAP1 block
Cn1c(=O)c2c3c(sc2n(CC(=O)c2ccc(Cl)cc2)c1=O)COC(C)(C)C3
    -14.0	·
O=c1cc(C(F)(F)F)oc2ccccc12
    5.9	·
COc1ccccc1C(=O)Nc1ccccc1[N+](=O)[O-]
    5.7	·
COc1cc(C(c2sc3nc(C)nn3c2O)N2CCC3(CC2)OCCO3)cc(OC)c1OC (stereo not drawn)
    -4.4	96.7
COC(=O)c1ccc(C2C(C(C)=O)=C(O)C(=O)N2CCO)cc1 (stereo not drawn)
    5.4	74.3
CCOC(=O)Cc1csc(NC(=O)CC)n1
    5.8	99.4
Cc1ccc(N2CCN(C(=O)c3ccccc3F)CC2)c(C)c1
    0.4	89.8
COc1ccc(C2NC(=O)NC(C)=C2C(=O)Nc2ccccc2)cc1 (stereo not drawn)
    ·	84.3
CCc1c(C(=O)NCc2ccc3c(c2)OCO3)[nH]c(C)c1C(C)=O
    -1.7	106.6
CC1=C(C(=O)Nc2ccc(Cl)cc2)C(c2ccc(Cl)cc2Cl)NC(=O)N1 (stereo not drawn)
    3.4	·
O=[N+]([O-])c1ccc(-c2nc(Cc3ccccc3Cl)no2)cc1
    -10.7	·
CCCc1nnc(NC(=O)CCC(=O)N2CCN(CCn3c(C)ccc3C)CC2)s1
    10.0	111.4
CC(O)c1nc2ccccc2n1Cc1ccccc1 (stereo not drawn)
    -8.0	55.3
C/C(=N\Nc1cc(-n2cc(C)cn2)ncn1)c1c(F)c(F)c(F)c(F)c1F
    7.3	·
CCOC(=O)CN1CC(O)=C(C=NCc2ccccc2)C1=O
    7.2	·
CCOc1ccc(C(=O)Nc2ccc(C(=O)OC)cc2)cc1Br
    -15.9	·
CCCCCCOc1ccc(N2C(=O)CC(SC(N)=Nc3ccccc3)C2=O)cc1 (stereo not drawn)
    14.8	·
Cc1ccccc1/[N+]([O-])=C/c1cccs1
    2.4	·
CN(Cc1ccccc1)C(=O)N[C@@H](Cc1ccccc1)C(=O)O
    5.9	104.5
CCOc1cc(/C=C2/SC(=S)N(Cc3ccccc3)C2=O)ccc1OCc1ccccc1
    9.1	·
CSc1nc(C)c(C(=O)Nc2ccccc2)c(C)c1C#N
    1.1&3.1	94.8
O=C(O)COc1ccc(N2C(=O)c3c(Cl)c(Cl)c(Cl)c(Cl)c3C2=O)cc1
    10.7	·
OC(COc1ccc(OCc2ccccc2)cc1)CN1CCOCC1 (stereo not drawn)
    7.3	163.7
Cc1nc2nc(SCC(N)=O)[nH]c2cc1Br
    8.3	102.1
O=S1(=O)C=C(SCCN2CCCCC2)c2ccccc21
    1.6	85.7
Cc1ccc(SCC(=O)NCCCN2CCOCC2)cc1
    9.8	130.2
COc1ccc(C2NCCC3(O)CCCCC23)c(OC)c1OC (stereo not drawn)
    1.2	98.5
COc1ccc(/C(O)=C2\C(=O)C(=O)N(CCCO)C2c2ccc(Br)cc2)cc1 (stereo not drawn)
    -5.2	·
CC(Oc1ccccc1)C(=O)Nc1ccc(Cl)c([N+](=O)[O-])c1 (stereo not drawn)
    2.2	·
CCc1ccccc1NC(=O)[C@H]1CC=CC[C@H]1C(=O)O
    -5.7	·
CCOc1nc2c(c(=O)n(C)c(=O)n2C)n1Cc1ccccc1Cl
    3.7	107.9
Cc1ccc(-c2nc3ccc(C)cn3c2NC(=O)c2ccco2)cc1
    1.5	·
O=C1C(=Cc2cn(Cc3ccc(Cl)cc3)c3ccccc23)C(=O)c2ccccc21
    -9.8	·
COc1ccc(Cc2nc3ccccc3n2CC(=O)NN)cc1OC
    -7.3	·
Cc1cc(SCC#N)n2nc(C)c(-c3ccccc3)c2n1
    6.9	94.3
CCn1c(SCc2nc3ccccc3c(=O)[nH]2)nc2ccccc2c1=O
    ·	90.0
O=C(c1ccc(F)cc1)N1CCCCC(Sc2nnc3ccccn23)C1=O (stereo not drawn)
    10.2	96.6
Nc1nnc(SCC(=O)c2ccc3c(c2)Cc2ccccc2-3)s1
    2.9	·
CCOc1ccc(C(=O)Nc2ccc(OC)cc2OC)cc1OCC
    5.7	·
COc1ccc(CC(=O)N2CCNC2=O)cc1
    -9.8	99.6
Cc1nn(C)c(C)c1S(=O)(=O)N1CCCC(C(=O)NC2CCCCC2)C1 (stereo not drawn)
    -2.6	99.9
CC1(C)Cc2c(sc3nc(-c4ccccc4Cl)n(N)c(=O)c23)CO1
    8.9	·
O=C(c1cccs1)N1CCN(Cc2ccc(Br)cc2)CC1
    -9.5	·
CC(C)n1nnnc1SCC(=O)NCc1ccco1
    8.3	98.7
COc1ccc(-n2c(Cc3cccn3C)nnc2SCC(=O)NCCc2ccccc2)cc1
    1.7	87.2
COc1ccccc1NC(=O)c1c(C)cc(=O)oc1C
    8.6	115.1
O=C(Nc1nc(-c2ccc(Cl)cc2)cs1)C1CCCC1
    -1.1	·
c1ccc(-c2noc(-c3ccco3)n2)nc1
    -5.5	61.8
CCc1ccc2[nH]c(=O)c(CN(CCN(CC)CC)C(=O)Nc3ccccc3OC)cc2c1
    2.9	84.5
CCCCOc1ccc(S(=O)(=O)NCc2cccnc2)cc1
    5.0	·
CCOC(=O)CNC(=O)CNC(=O)c1ccc(OC)cc1
    8.7	63.4
COCCNC(=O)c1csc2c1CCCC2
    -12.1	105.0
CCC1=NN2C(=N)/C(=C/c3ccc(OC(C)=O)cc3)C(=O)N=C2S1
    -1.2	·
CCOC(=O)Cn1ncc2c(=O)oc3ccccc3c21
    0.7	78.3
CC1=C(C(=O)OC(C)C)C(c2ccc(F)cc2)C(C(=O)OC(C)C)=C(C)N1
    -11.6	·
CCOC(=O)N1CCN(C(=O)c2ccc3nc4ccc(Cl)cc4c(=O)n3c2)CC1
    4.1	·
CCOc1ccc2cc(S(=O)(=O)n3ccnc3)ccc2c1
    -9.6	·
Cc1ccc2nc(-c3ccc([N+](=O)[O-])cc3)cn2c1
    0.8	·
O=C(Nc1ccc(I)cc1Cl)c1ccc(Cl)c(Cl)c1
    -3.2	·
COc1ccc(CNc2cccc(SC)c2)c(OC)c1
    -12.7	·

# Going on with the list.
# Below each SMILES: HePTP inh	BAP1 block
COCCCn1c(=O)c2ccccc2c2ccccc2c1=O
    5.3	116.7
CCNc1nc(SC(C(C)=O)C(C)=O)nc(N(C)C)n1
    8.1	95.3
C=C(Br)CN1CCN(CC(=C)Br)CC1
    0.2	189.8
COc1ccc(CCN2CCC(Nc3nc4ccccc4n3Cc3ccc(F)cc3)CC2)cc1
    0.6	149.1
CCOC(=O)C1CCCN(Cc2cc(OC)c(O)c(OC)c2)C1 (stereo not drawn)
    -1.9	87.0
CCCCn1c(SCc2ccc(C(=O)OC)o2)nc2cc(S(N)(=O)=O)ccc21
    1.4	101.4

# Copied from the list:
# Under BAP1 block, C=C(Br)CN1CCN(CC(=C)Br)CC1 shows 189.8
# Under HePTP inh, CCOC(=O)C1CCCN(Cc2cc(OC)c(O)c(OC)c2)C1 (stereo not drawn) shows -1.9
# Under BAP1 block, COCCCn1c(=O)c2ccccc2c2ccccc2c1=O shows 116.7

# High-throughput results from PubChem BioAssay.
